# Fluor 339 460: intrinsic fluorescence of library compounds, ex339/em460 – biochemical, MLSMR library, data from DPM-DC assay, artefact control, profiling panel; AID 709; fluorescence fold increase at 10 µM; compound autofluorescence, ex339/em460 nm, NADH buffer; hits give high values; 1 = no-compound wells, NADH background; 65,000 tested, 5.5% active;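 active = at 10 µM, mean starting fluorescence two-fold or more over control wells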;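 also: signal is the first read of a kinetic run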
# M1 antagonist: M1 muscarinic receptor (rat) antagonism; CHO-M1 cells, Fluo-4 calcium, ACh EC80 antagonist mode; hits give low values; 64,000 tested, 3.4% active; P08482; B-score at 10 µM;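 active = calcium fluorescence response, raw or row-and-column corrected B-score, differing from the plate sample mean either way at a set confidence level, mostly lower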
# D1 allo mod: D1 dopamine receptor (human) allosteric modulation; P21728; HEK293 D1, CRE-luciferase, dopamine EC30 potentiation; actives deviate in either direction; B-score at 10 µM; 58,000 tested, 5.9% active;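 active = luminescence count or its row- and column-corrected plate score outside the 99.7% band of the plate's sample wells, on either side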
# Target sequence (P21728 whole entry, looked up): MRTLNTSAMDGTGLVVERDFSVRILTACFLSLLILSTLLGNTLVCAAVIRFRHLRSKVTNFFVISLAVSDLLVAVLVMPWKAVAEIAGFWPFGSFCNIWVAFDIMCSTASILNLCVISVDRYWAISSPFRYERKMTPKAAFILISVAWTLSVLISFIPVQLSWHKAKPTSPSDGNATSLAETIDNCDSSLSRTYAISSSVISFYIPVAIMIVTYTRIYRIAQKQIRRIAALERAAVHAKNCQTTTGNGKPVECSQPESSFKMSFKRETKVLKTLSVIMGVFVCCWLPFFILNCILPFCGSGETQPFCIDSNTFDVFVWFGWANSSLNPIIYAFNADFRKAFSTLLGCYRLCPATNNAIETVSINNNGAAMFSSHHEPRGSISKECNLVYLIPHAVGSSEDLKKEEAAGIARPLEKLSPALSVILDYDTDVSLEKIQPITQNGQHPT
# 5HT1a ag: activates the human 5-HT1a serotonin receptor | CHO 5-HT1a Ga15 NFAT-bla reporter, FRET ratio; 0% basal, 100% maximal reference agonist | AID 567 | activation, % at 10 µM | 65,000 tested, 0.56% active;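 active = activation above the screen-wide mean activation plus 3 SD, cut at about 19% in these data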;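 also: 0% = DMSO wells and 100% = 5-CT at EC100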
# Target sequence (P08908 whole entry, looked up): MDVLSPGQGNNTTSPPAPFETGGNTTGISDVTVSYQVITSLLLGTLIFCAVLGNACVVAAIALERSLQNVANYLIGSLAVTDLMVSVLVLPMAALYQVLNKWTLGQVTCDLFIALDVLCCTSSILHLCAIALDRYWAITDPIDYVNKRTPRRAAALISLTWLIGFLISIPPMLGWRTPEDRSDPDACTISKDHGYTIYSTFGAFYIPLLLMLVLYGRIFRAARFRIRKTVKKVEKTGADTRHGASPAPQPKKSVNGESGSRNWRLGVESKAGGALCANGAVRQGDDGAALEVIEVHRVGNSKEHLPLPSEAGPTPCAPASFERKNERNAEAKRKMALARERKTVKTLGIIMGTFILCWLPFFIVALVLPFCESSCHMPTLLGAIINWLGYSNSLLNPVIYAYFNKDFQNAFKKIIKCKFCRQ
# Ec RNAP inh: inhibitors of Escherichia coli RNA polymerase. E. coli RNA polymerase, fluorescence transcription assay. inhibition, %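 (tested at 10 µM)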. 62,000 tested, 0.2% active. AID 559; in the data active = inhibition above about 20%;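 also: 0% = enzyme without compound and 100% = no enzyme blank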
# Her2 expr inh: Her2 kinase expression inhibition | HER2 level % of control, % at 10 µM | AID 645 | SKBR-3 HER2 protein level, AlphaScreen, 18-24 h; hits give low values | 65,000 tested, 0.69% active | P04626;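 active = HER2 level under 5% of the carrier-only control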;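 also: 100% = DMSO carrier and 0% = 500 nM PU-H71 HSP90 inhibitor; lower value means stronger loss of Her2 protein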
# Hsp90 block: displaces geldanamycin probe from tumor Hsp90. 64,000 tested, 0.35% active. P07900. AID 429. NCI-N417 lysate Hsp90, Cy3B-geldanamycin FP displacement. inhibition, % at 30 µM;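 active = inhibition above 50%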;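 also: 0% = tracer plus lysate wells and 100% = tracer alone without lysate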
# NADH enzymes: inhibition of NAD/NADH coupling enzymes, library profiling; AID 774; coupled PK/LDH NADH assays, four targets; 65,000 tested, 0.02% active; IC50, µM (doses to about 10 µM), for inactives: at the top dose inhibition;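 active = single-dose screening hits from any of four coupled enzyme assays that gave an IC50 when retested across doses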;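 also: the DPM-DC format reads NADH fluorescence rather than 340 nm absorbance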
# M1 agonist: agonists of M1 muscarinic receptor; B-score at 10 µM; 64,000 tested, 3% active; CHO-M1 cells, Fluo-4 calcium fluorescence, agonist mode; hits give high values;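 active = fluorescence rise, raw or as B-score row- and column-corrected plate score, outside the 99.7% band of its plate's samples, either direction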
# Starred values were filed as active, the others as inactive; . = not tested or not shown; [ ] = another dose, or the depositor's remark.
SMILES,Fluor 339 460,M1 antagonist,D1 allo mod,5HT1a ag,Ec RNAP inh,Her2 expr inh,Hsp90 block,NADH enzymes,M1 agonist
CC(C)(C)NC(=O)C(c1ccco1)N(C(=O)Cn1nnc(-c2ccc(F)cc2)n1)c1cccc(F)c1 (centres undefined),1.1,-0.18,-0.027,-0.5,4,85,-3,7%,0.68
O=C(CSc1nnc(C23CC4CC(CC(C4)C2)C3)o1)Nc1ccc(N2CCOCC2)c(Cl)c1,1.1,0.41,0.19,-1.1,-5,93,3,2%,-0.015
CCOc1ccc(Cl)cc1CSc1n[nH]c(CC)n1,1.1,1.2,1.6,-0.4,5,85,4,4%,-0.2
Cc1cc(=O)[nH]c(SCC(=O)c2ccccc2)c1C#N,1.1,0.97,.,-0.9,8,92,-4,5%,0.49
O=S(=O)(c1ccccc1)N1CCN(Cc2ccccc2C(F)(F)F)CC1,1.1,0.025,2.3,-0.2,4,66,-2,2%,0.38
O=c1[nH]c(C2CCCN(S(=O)(=O)c3ccc(F)cc3)C2)nc2c1nnn2Cc1ccccc1 (centres undefined),1.2,0.34,2,1.7,0,99,-1,3%,-0.082
COc1ccc(-n2ncc3c(NC(C)C)ncnc32)cc1,1.3,-0.89,-4,-0.7,4,136,2,3%,0.23
CNC(=O)C1=NCCCc2cc(OC)c(OC)cc21,1.1,-0.67,-0.093,-5.6,5,77,-3,4%,0.34
Cc1c(-c2ccccc2)c(P(=O)(N2CCOCC2)N2CCOCC2)c2ccccn12,5*,-0.79,-0.42,-1.8,5,94,0,6%[fluoresces],0.64
O=C(CSc1nc2c(sc3ccccc32)c(=O)n1Cc1ccco1)NCC1CCCO1 (centres undefined),1.1,-0.00056,1.3,-0.6,-4,66,-5,4%,-0.51
Cn1c(N2CCCCC2)nc2c1c(=O)n(Cc1cccc(Br)c1)c(=O)n2C,1.1,1.6,0.51,0.5,0,94,-1,4%,0.014
CCn1c(C(=O)N2CCc3ccccc3C2)cc2sccc21,1.1,0.0058,-0.8,-1.5,6,96,-2,1%,-0.27
CCOC(=O)C1=C(C)NC(C)=C(C(=O)OCC)C1c1cc(N)ccc1OC(F)F,1.2,-0.15,-0.79,-1.4,2,87,-2,2%,-0.17
CCOC(=O)c1sc2c(c1C)c(=O)c(C(=O)OCC)cn2CC,1.1,-0.98,.,-3.3,2,99,3,4%,0.11
COc1ccc(-c2noc(CCC(=O)NCC3CCN(Cc4cccc(C)c4)CC3)n2)cc1,1.1,-3.6*,-0.21,-2.7,6,44,-2,2%,3.4
CCOC(=O)c1cccc(NC(=O)CSc2nnc(COc3ccc(Cl)cc3)o2)c1,1,-0.052,0.18,-0.9,3,96,0,9%,0.71
CC1C(=NO)C(C)C(c2ccc(N(C)C)cc2)NC1c1ccc(N(C)C)cc1 (centres undefined),1.1,-1.4,.,-0.5,4,94,-3,4%,0.1
Cc1nc2ccccc2nc1OCC(=O)NCc1ccc2c(c1)OCO2,1.2,0.86,-0.065,-1.4,11,96,1,3%,-0.3
O=C(Nc1ccccc1C(=O)O)c1cccc(NC(=O)c2ccc(Br)o2)c1,1,-0.079,.,-0.3,10,75,-3,3%,0.018
CCCCn1c(C(C)NC(=O)COC)nc2ccccc21 (centres undefined),1.1,-0.8,0.52,-1.7,6,.,.,11%,0.72
CCn1c(N)c(C(=O)NC2CCCCC2)sc1=S,1,0.02,1.4,-2.4,.,97,2,6%,-0.19
Cc1ccn2cc(CNC(=O)c3ccc(Br)o3)nc2c1,1.1,-1.8,0.55,-2.1,11,99,-8,7%,-1.3
Cc1cc(-c2ccco2)n(CC(=O)NCCN(C)C)n1,1.1,0.49,.,3.0,8,109,1,3%,0.57
COc1ccc(NC(=O)CN(C)S(=O)(=O)c2ccccc2)cc1OC,1,0.56,-0.21,-0.2,2,130,9,3%,-0.7

# 18 of the compounds above, with two lines to a compound:
# Order of results: Fluor 339 460	M1 antagonist	D1 allo mod	5HT1a ag	Ec RNAP inh	Her2 expr inh	Hsp90 block	NADH enzymes	M1 agonist
> CC(C)(C)NC(=O)C(c1ccco1)N(C(=O)Cn1nnc(-c2ccc(F)cc2)n1)c1cccc(F)c1 (centres undefined)
→ 1.1	-0.18	-0.027	-0.5	4	85	-3	7%	0.68
> O=C(CSc1nnc(C23CC4CC(CC(C4)C2)C3)o1)Nc1ccc(N2CCOCC2)c(Cl)c1
→ 1.1	0.41	0.19	-1.1	-5	93	3	2%	-0.015
> CCOc1ccc(Cl)cc1CSc1n[nH]c(CC)n1
→ 1.1	1.2	1.6	-0.4	5	85	4	4%	-0.2
> Cc1cc(=O)[nH]c(SCC(=O)c2ccccc2)c1C#N
→ 1.1	0.97	.	-0.9	8	92	-4	5%	0.49
> O=S(=O)(c1ccccc1)N1CCN(Cc2ccccc2C(F)(F)F)CC1
→ 1.1	0.025	2.3	-0.2	4	66	-2	2%	0.38
> O=c1[nH]c(C2CCCN(S(=O)(=O)c3ccc(F)cc3)C2)nc2c1nnn2Cc1ccccc1 (centres undefined)
→ 1.2	0.34	2	1.7	0	99	-1	3%	-0.082
> COc1ccc(-n2ncc3c(NC(C)C)ncnc32)cc1
→ 1.3	-0.89	-4	-0.7	4	136	2	3%	0.23
> CNC(=O)C1=NCCCc2cc(OC)c(OC)cc21
→ 1.1	-0.67	-0.093	-5.6	5	77	-3	4%	0.34
> Cc1c(-c2ccccc2)c(P(=O)(N2CCOCC2)N2CCOCC2)c2ccccn12
→ 5*	-0.79	-0.42	-1.8	5	94	0	6%[fluoresces]	0.64
> O=C(CSc1nc2c(sc3ccccc32)c(=O)n1Cc1ccco1)NCC1CCCO1 (centres undefined)
→ 1.1	-0.00056	1.3	-0.6	-4	66	-5	4%	-0.51
> Cn1c(N2CCCCC2)nc2c1c(=O)n(Cc1cccc(Br)c1)c(=O)n2C
→ 1.1	1.6	0.51	0.5	0	94	-1	4%	0.014
> CCn1c(C(=O)N2CCc3ccccc3C2)cc2sccc21
→ 1.1	0.0058	-0.8	-1.5	6	96	-2	1%	-0.27
> CCOC(=O)C1=C(C)NC(C)=C(C(=O)OCC)C1c1cc(N)ccc1OC(F)F
→ 1.2	-0.15	-0.79	-1.4	2	87	-2	2%	-0.17
> CCOC(=O)c1sc2c(c1C)c(=O)c(C(=O)OCC)cn2CC
→ 1.1	-0.98	.	-3.3	2	99	3	4%	0.11
> COc1ccc(-c2noc(CCC(=O)NCC3CCN(Cc4cccc(C)c4)CC3)n2)cc1
→ 1.1	-3.6*	-0.21	-2.7	6	44	-2	2%	3.4
> CCOC(=O)c1cccc(NC(=O)CSc2nnc(COc3ccc(Cl)cc3)o2)c1
→ 1	-0.052	0.18	-0.9	3	96	0	9%	0.71
> CC1C(=NO)C(C)C(c2ccc(N(C)C)cc2)NC1c1ccc(N(C)C)cc1 (centres undefined)
→ 1.1	-1.4	.	-0.5	4	94	-3	4%	0.1
> Cc1nc2ccccc2nc1OCC(=O)NCc1ccc2c(c1)OCO2
→ 1.2	0.86	-0.065	-1.4	11	96	1	3%	-0.3

# Next section
SMILES,Fluor 339 460,M1 antagonist,D1 allo mod,5HT1a ag,Ec RNAP inh,Her2 expr inh,Hsp90 block,NADH enzymes,M1 agonist
Cc1cc(C(F)(F)F)n2ncc(-c3ccccc3)c2n1,1.1,-0.46,1.8,0.7,15,91,-3,1%,0.27
N#CCSc1nc2ccc(N3CCCCC3)cc2c(=O)n1Cc1ccccc1,3*,-0.35,3.2,-3.1,1,91,-6,5%,-0.089
Cc1nn(C)c(C)c1CNC(=O)c1cnn2c1NC(c1ccccc1)CC2C(F)(F)F (centres undefined),1.1,-2.1,0.2,-2.5,12,107,-1,5%,-0.36
COc1ccc(OCCN2CCN(C3CC(=O)N(CCC(C)C)C3=O)CC2)cc1 (centres undefined),1.1,-1.6,0.32,0.0,4,117,.,10%,-0.24
Cc1onc(-c2ccccc2Cl)c1C(=O)Nc1nnc(-c2ccc(F)cc2)s1,1.2,0.22,.,1.4,2,65,-3,5%,-0.021
O=C(C1CC1c1ccccc1)N1CCN(c2cccc(Cl)c2)CC1 (centres undefined),1.1,-0.056,0.034,1.6,10,89,-3,4%,-0.99
CC1Cc2ccccc2N1C(=O)C1CCCN1S(=O)(=O)c1ccc(Cl)cc1 (centres undefined),1,0.39,-0.73,-0.7,6,130,-3,5%,-0.00015
CCOC(=O)/C(C#N)=C1/C=CN(C)C(C)=N1,1,0.17,-0.63,-5.5,.,101,-3,6%,0.32
COc1ccc(-c2nc(CS(=O)CC(=O)N3CCc4ccccc4C3)c(C)o2)cc1 (centres undefined),1.1,-0.26,-0.18,1.3,7,102,1,6%,-0.4
CSc1nnc(NC(=O)c2cc3ccccc3oc2=O)s1,0.97,1.8,-0.084,-0.5,10,64,-2,1%,1.1
O=C(NCc1ccccn1)c1ccc(Cl)cc1Cl,1.1,-0.28,0.53,-0.1,-3,78,-1,5%,-0.23
CCCCOCCCNC(=O)Cc1cccs1,1,-0.0058,1.6,-0.8,6,96,-10,6%,1.4
O=C(NCc1n[nH]c(=S)n1-c1cccc(Cl)c1)c1ccc(S(=O)(=O)N2CCCC2)cc1,1.1,.,.,0.5,6,92,-1,8%,.
COC(=O)c1ccccc1NC(=O)CSc1nnc(-c2cccc(NC(C)=O)c2)n1C,1.1,0.31,.,-1.3,4,81,-2,6%,1.4
OC(COc1cccc2ccccc12)CN1CCN(c2ccccn2)CC1 (centres undefined),1.1,-0.25,-4.4*,2.8,6,105,.,8%,-1.3
COc1cccc(NC(=O)n2nc(N)cc2-c2ccc(Cl)cc2)c1,1,-0.81,0.17,-0.7,5,62,5,2%,0.37
COc1cccc(C2C3=C(CCCC3=O)Nc3nc(-c4cc(OC)c(OC)c(OC)c4)nn32)c1 (centres undefined),1.5,-1.7,-0.38,0.4,5,87,0,2%,0.89
Cc1ccc(C(=O)/C=C/Nc2ccccc2C(N)=O)o1,1.7,-0.43,-4.1*,-0.1,5,110,-22,4%,0.81
CC(=O)c1cccc(NC(=O)CCS(=O)(=O)c2cccc3nonc23)c1,0.87,0.17,-0.12,-0.6,10,59,.,8%,-0.36
CCCn1c(SCc2cc(=O)[nH]c3ccccc23)nc2c1c(=O)n(C)c(=O)n2C,1.1,0.32,6*,-1.2,.,107,-4,10%,0.2
CCN(CC)c1ccc2cc(-c3nnc(-c4ccncc4)o3)c(=O)oc2c1,1.1,-15*,.,4.0,9,89,33,4%,401*
Cn1nnnc1SCSc1nnnn1C,1,-0.29,-0.018,-0.1,9,110,0,1%,-0.61
CC(C)(C#N)Nc1ccccc1,1.1,0.35,.,-3.5,0,83,3,6%,0.019
Cc1cc2c(=O)n(CC(=O)NCC(=O)N3CCN(Cc4ccccc4)CC3)cnc2s1,1.1,0.13,0.7,-2.0,-5,80,-5,2%,0.018
N#CC1=C(N)OC2=C(C(=O)CCC2)C1c1ccncc1 (centres undefined),1,0.16,-0.14,-1.8,5,88,0,4%,0.89
O=C(O)CCCC(=O)NCc1ccccn1,1.1,-0.084,0.48,-0.2,-3,107,-5,7%,0.46
CC1CCCCC12NC(=O)N(Cn1nnc3ccccc3c1=O)C2=O (centres undefined),0.83,-0.15,-0.061,0.3,6,100,1,12%,1.7
CCOc1ccc(N2CC(C(=O)NCCCN3CCOCC3)CC2=O)cc1 (centres undefined),1.1,0.14,-0.0033,0.0,4,136,2,0%,-0.9
Cc1ccc(S(=O)(=O)Cn2cnnn2)cc1,1.1,-0.067,.,-2.4,-1,82,1,4%,-0.17
O=C(CCN1CCN(CCO)CC1)Nc1ccc(F)c(F)c1,1.1,.,1.1,0.4,10,92,-3,5%,.
COC(=O)c1ccccc1NC(=O)c1cc(-c2ccc(OC)c(OC)c2)on1,1.7,-0.046,-0.23,-0.8,11,97,-3,9%,-0.43
CCC(=Nc1ccc(N)cc1)C1=C(O)C(C(=O)OC)C(C)(C)CC1=O (centres undefined),1,0.054,0.22,-2.4,3,101,7,8%,0.051

# Screening results from PubChem.
